Screens (PubChem BioAssay)
12-LOX inh: ALOX12 (human) lipoxygenase inhibition | purified 12hLO, xylenol orange hydroperoxide absorbance | actives 1.1% (n = 580,000) | P18054 | AID 1671190 | Potency, µM (titrated, usually from 108 µM), for inactives: at the top dose activity change, negative = inhibition, actives largely listed as inhibitors; active means well fitted inhibition curve with a large enough effect; inconclusive means small, poorly fitted or top-dose-only effect, or another doubt; inactive means no such curve, though single readings can be large or run the other way
Target sequence (P18054 whole entry, looked up): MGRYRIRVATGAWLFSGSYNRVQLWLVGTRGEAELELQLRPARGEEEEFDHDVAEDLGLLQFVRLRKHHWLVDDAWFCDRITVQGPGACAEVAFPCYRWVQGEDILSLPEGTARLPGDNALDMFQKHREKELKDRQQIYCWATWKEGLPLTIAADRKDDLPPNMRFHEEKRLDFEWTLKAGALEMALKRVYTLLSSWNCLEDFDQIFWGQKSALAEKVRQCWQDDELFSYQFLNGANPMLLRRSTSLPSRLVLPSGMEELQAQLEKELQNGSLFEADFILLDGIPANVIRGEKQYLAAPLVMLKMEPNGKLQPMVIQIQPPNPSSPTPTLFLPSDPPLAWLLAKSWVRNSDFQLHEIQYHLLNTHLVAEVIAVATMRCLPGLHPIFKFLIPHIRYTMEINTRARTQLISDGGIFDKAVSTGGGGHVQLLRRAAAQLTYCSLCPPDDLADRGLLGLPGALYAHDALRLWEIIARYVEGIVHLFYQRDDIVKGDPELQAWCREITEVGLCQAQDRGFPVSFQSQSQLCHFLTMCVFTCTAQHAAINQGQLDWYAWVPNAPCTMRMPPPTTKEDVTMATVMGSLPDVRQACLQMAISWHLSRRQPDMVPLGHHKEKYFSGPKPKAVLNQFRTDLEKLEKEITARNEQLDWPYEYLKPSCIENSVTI
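Purified human 12hLO at 150 nM in 25 mM Hepes, 0.01% Triton X-100, pH 7.0, preincubated 15 min at room temperature with compound. Reaction started with 40 uM arachidonic acid, 30 min at room temperature. Hydroperoxide measured by Fe-xylenol orange, 573/405 nm absorbance ratio.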
Active calls of the source: *; u = inconclusive; [ ] = remark or other dose. On the % scale 0 is the no-effect control and ±100 the full control effect; potency means the concentration at half of the fitted maximal effect.

SMILES	12-LOX inh
CCN1CCN(C(=O)c2ccc3c(c2)n(Cc2cccc(F)c2)c(=O)c2ccnn23)CC1	6%
COCCNC(=O)CSc1cc(C)c2cc(C)cc(C)c2n1	43%[activator]
CN(Cc1ccnn1C)C1CCc2ccccc21 (stereo unspecified)	15%[176 µM]
Cc1cccc(-n2cc(CN3CCCC(C)(O)C3)c(-c3cccc(F)c3)n2)c1 (stereo unspecified)	15%
CCC(c1cccs1)N1C(=O)[C@H]2CN(S(=O)(=O)c3cccc(F)c3)C[C@H]2C1=O (stereo partly specified)	u
CCCCNC(=O)C(NC(=O)c1cnccn1)C(=O)c1ccccc1 (stereo unspecified)	-22%
C[C@@H]1CN([C@@H](C)CO)C(=O)CCCn2cc(nn2)CO[C@H]1CN(C)C(=O)Nc1ccnc(N2CCOCC2)c1	-14%
Cc1ccc(CNC(=O)C2CCCCC(=O)N2C)o1 (stereo unspecified)	-5%
O=C1CCN(Cc2ccc3c(c2)CCO3)CCCCCCN1	-2%
COc1ccc(C(=O)CC2(O)C(=O)Nc3c(Cl)ccc(Cl)c32)cc1 (stereo unspecified)	-35%[57.4 µM]
CC(C)C[C@H]1COc2cc(N3CCC[C@@H]3CO)ccc2S(=O)(=O)N1	2%
Cc1cccc(-n2c(SCC(=O)N3CCCCC3)nc3ccccc3c2=O)n1	41%[activator]
O=C(c1ccc(CN2C(=O)NC3(CCS(=O)(=O)CC3)C2=O)cc1)N1CCCCC1	28%
CN(Cc1cc(C2CC2)n[nH]1)c1cc(C2CC(N)C2)nc(N)n1 (stereo unspecified)	-5%
COc1ccc(C(=O)Nc2ccc3oc(=O)ccc3c2)cc1	-12%
CCCc1noc(-c2cccn3c(CNC(=O)C4CCCC4)nnc23)n1	37%[activator]
COc1cc(-c2cccs2)cc2c1OCCN(C(=O)c1ccncc1C)C2	47%[activator]
COc1cccc(CN2C(=O)OC3(CCN(C(=O)c4scnc4C)CC3)C2(C)c2cccnc2)c1 (stereo unspecified)	-4%
CC(C)C[C@H]1CN(CCCC[C@@H]2CNC(=O)C(=O)N2Cc2ccccc2)C(=O)C(=O)N1CCc1ccccc1	22%
CC(C)CNC(=O)c1ccc2c(c1)NC(C)(COCC1CC1)CO2 (stereo unspecified)	u

The list goes on, starting with the last 2 of the part before.
SMILES	12-LOX inh
CC(C)C[C@H]1CN(CCCC[C@@H]2CNC(=O)C(=O)N2Cc2ccccc2)C(=O)C(=O)N1CCc1ccccc1	22%
CC(C)CNC(=O)c1ccc2c(c1)NC(C)(COCC1CC1)CO2 (stereo unspecified)	u
COc1cccc(CN2CCc3nc(C(=O)Nc4cccnc4)oc3CC2)c1	28%[176 µM]
COc1cccc(C(=O)NC2CCN(c3cc(-c4ccc(Cl)cc4)[nH]n3)CC2)c1	30%
CC(C(=O)Nc1cc(Cl)cc(Cl)c1)N1CCN(c2ccc(O)cc2)CC1 (stereo unspecified)	20µM*
CC(c1ccccc1Cl)n1cnc2c1c(=O)n(C)c(=O)n2C (stereo unspecified)	u
COc1cccc(C(C(=O)NCc2ccccc2)N2CCN(C(=O)C3CCCO3)CC2)c1OC (stereo unspecified)	4%
CC(=O)N1CC2(CCCCN2CC2CC2)Cc2ccccc21 (stereo unspecified)	7%[6.33 µM]
O=C(NCC1CC1)c1cccc(OC2CN(Cc3ccc(OC(F)(F)F)cc3)C2)c1	u
O=C(CCS(=O)(=O)C1CCCC1)NCC(O)c1cccc(Cl)c1 (stereo unspecified)	-5%
COc1ccc(S(=O)(=O)N(CC(=O)NC(C(C)C)C(C)C)c2ccc(F)cc2)cc1OC	-1%
O=C(Nc1cnc(-c2ccccc2)nc1)C1CCCCC1	79%[activator]
CN1CCC(OC2CCN(C(=O)COc3ccc(Cl)cc3)CC2)CC1	11%
COc1cccc(Cn2c(=O)c(-c3cccc(C#N)c3)nc3cnc(OC)nc32)c1	1%
O=c1cc(N2CCOCC2)oc2c(-c3cccc(F)c3)nccc12	1%[176 µM]
c1ccc(-c2noc(-c3cncnc3NCC3CCCO3)n2)cc1 (stereo unspecified)	54%[activator]
COc1cc(Cl)ccc1OCc1nc2c(n1Cc1ccccc1)C(=O)N(Cc1ccccc1C#N)CCN2	21%
Cc1c(NC(=O)c2ccc(C(C)(C)C)cc2)cccc1-c1cn(C)c(=O)c(Nc2ccc(C(=O)N3CCOCC3)cc2)n1	u
Clc1ccc(Nc2ncnc3c2oc2ccc(Br)cc23)cc1	7%
C=C(C)Cn1c(SCC(=O)Nc2ccccc2)nc2c1c(=O)[nH]c(=O)n2C	-24%
CCN1C(=O)C(CC(=O)NCc2cccs2)Sc2ncccc21 (stereo unspecified)	31%[activator]
O=C(O)[C@@H]1CCCC[C@@H]1C(=O)N1CCOCC1	11%

Some values from the entries so far.
`O=c1cc(N2CCOCC2)oc2c(-c3cccc(F)c3)nccc12` | 12-LOX inh: 1%[176 µM]
`CN1CCC(OC2CCN(C(=O)COc3ccc(Cl)cc3)CC2)CC1` | 12-LOX inh: 11%
`CC(C(=O)Nc1cc(Cl)cc(Cl)c1)N1CCN(c2ccc(O)cc2)CC1` (stereo unspecified) | 12-LOX inh: 20µM*
`COc1cccc(CN2CCc3nc(C(=O)Nc4cccnc4)oc3CC2)c1` | 12-LOX inh: 28%[176 µM]

Following part.
SMILES	12-LOX inh
Cc1cccc2nc(C(=O)N3CCN(c4cccc(Cl)c4)CC3)cn12	-12%
CCOCC(=O)N1CCCC(c2cc(N3CCOCC3)nc(C)n2)C1 (stereo unspecified)	-6%
CC(C)c1nc(Cn2ncc(N3CCOC(CCN)C3)cc2=O)no1 (stereo unspecified)	-3%
COc1ccc(NC(=O)CCC2CCN(S(=O)(=O)c3ccc(C)cc3)CC2)cc1F	3%
c1ccc(O[C@H]2COCCN(c3nc4ccccc4o3)C2)nc1	14%[176 µM]
CCOC(=O)C1CCN(C(=O)C2CCc3nc(N4CCN(C(C)=O)CC4)sc3C2)CC1 (stereo unspecified)	-17%
COP(=O)(OC)c1nc(-c2cccc([N+](=O)[O-])c2)oc1NCc1ccccc1	u
Cc1cc(CN(C)C(=O)CC(c2ccccc2)c2ccc3c(c2)OCO3)n[nH]1 (stereo unspecified)	-13%
Cc1cc2ncc(C(=O)N3CCN(C)CC3)cn2n1	12%[176 µM]
Cc1oc(-c2cccc(Oc3ccccc3)c2)nc1CN1CC[C@H](N(C)C)C1	80%[activator]
O=C(NCc1cccc(Cl)c1)c1cc2cc(Cl)ccc2[nH]1	36%
Cc1ccc(Cc2nc3ccccc3nc2SCC(=O)N2CCNC2=O)cc1	-11%
O=C(Cc1ccc(Cl)cc1)N1CCC(N2CC3CC(C2)[C@H]2CCCC(=O)N2C3)CC1 (stereo partly specified)	-11%
Cc1cc(C(=O)OC(C)C(=O)Nc2cc(C)on2)c2ccccc2n1 (stereo unspecified)	3%
COC(=O)COc1ccc2c(C)c(CC(=O)OC)c(=O)oc2c1C	1%
CCCN(Cc1ccncc1)C(=O)CC1C(=O)NCCN1Cc1ccoc1 (stereo unspecified)	12%
CCCN(C)C(=O)c1cn2cc(-c3cccc(Cl)c3)n(CC=C(C)C)c(=O)c2n1	63%[activator]
COc1cc2nc(CSCC(=O)N3CCCC3)[nH]c(=O)c2cc1OC	21%
CC(Oc1ccc(-c2ccc(C#N)cc2)cc1)C(=O)c1cccc(Cl)c1 (stereo unspecified)	-14%
Cc1cc(=O)c2c(ccc3c(=O)cc(C)[nH]c32)[nH]1	u

Reprinted at random: 3 entries already listed
SMILES	12-LOX inh
CCOCC(=O)N1CCCC(c2cc(N3CCOCC3)nc(C)n2)C1 (stereo unspecified)	-6%
Cc1ccc(Cc2nc3ccccc3nc2SCC(=O)N2CCNC2=O)cc1	-11%
COP(=O)(OC)c1nc(-c2cccc([N+](=O)[O-])c2)oc1NCc1ccccc1	u

12-LOX inh: what is marked active above
SMILES	12-LOX inh
CC(C(=O)Nc1cc(Cl)cc(Cl)c1)N1CCN(c2ccc(O)cc2)CC1 (stereo unspecified)	20µM*

Additional structures:
SMILES	12-LOX inh
Cc1ccc(-c2ccc3nnc(CNC(=O)c4ccncc4)n3n2)cc1C	5%
O=C(NCC1CCOCC1)Nc1cc(F)cc(F)c1	19%
O=C(Nc1ccccc1)N1CCC(N(C(=O)C2CC2)C2CCOCC2)CC1	3%
O=C(COc1ccc(Cl)cc1)Nc1ccc2oc(-c3ccc(F)cc3)nc2c1	-34%
CC(C)NC(=O)N(C1CC1)C1CCOC2(CCN(C(=O)C3(c4ccccc4)CC3)CC2)C1 (stereo unspecified)	17%
CC(C)(C)C(=O)COC(=O)c1ccccc1Cl	u
COc1ccc2cc(C(=O)N3CCN4CCS(=O)(=O)N(C5CC5)C(=O)C4C3)[nH]c2c1 (stereo unspecified)	-1%
O=C(CCCn1cncn1)NC1CC(c2cc(N3CCOCC3)ncn2)C1 (stereo unspecified)	24%
COCCn1c(Cc2c(Cl)cccc2Cl)n[nH]c1=S	u
CCn1nc(C(=O)NC2CCN(Cc3ccccc3)C2)c2ccccc2c1=O (stereo unspecified)	-27%
Cn1nccc1-c1cc2c(cn1)CN(Cc1ccncc1)CCN2	140%[activator][176 µM]
Cn1cnc(S(=O)(=O)N2CCOCCNC(=O)[C@@H]3CCC[C@@H]32)c1	46%[activator]
O=C(CC1CCCC1)Nc1cnc(-c2cccnc2)nc1	38%[activator]
O=C(NCCCNC1CCCCC1)c1cc2ccccc2[nH]1	u
CC(O)CNc1nc2c(c(=O)n(C)c(=O)n2C)n1Cc1ccc(F)cc1 (stereo unspecified)	11%
COc1ccccc1CCC(=O)N1CCC2(CC1)CC(O)CCO2 (stereo unspecified)	8%
CCCCCCCCCCOc1ccc(C(=O)Oc2ccc(Cl)cc2Cl)cc1	1%
O=C(Cn1cccc1-c1nc(-c2ccc(F)cc2)no1)N1CCN(c2ccccc2F)CC1	59%[activator]
CCC(=O)N(C1CCOCC1)C1CCN(S(=O)(=O)c2ccc(F)cc2)CC1	39%[activator]
CCn1c(C)c(CCC(=O)NCc2cccc(OC)c2)c(=O)n2nc(-c3ccccc3OC)cc12	7%
COc1ccccc1NC(=O)c1ncoc1-c1cccc(C)c1	13%
COc1ccc(-c2noc([C@H](C)O)c2C(=O)NC2CC2)cc1	u
CCC(=O)N1C(C(=O)NCC2CCCO2)COC12CCC(C)CC2 (stereo unspecified)	8%
COc1ccc(-c2c(C)c3ccc(OC(C)=O)cc3oc2=O)cc1OC	0%
O=C(C1CCCCC1)N1CCOc2ccc(CN3CCN(Cc4ccccn4)CC3)cc2C1	25%
COCC(=O)N1C[C@H](C)[C@H](OC)CN(C)C(=O)c2cc(NC(=O)Nc3cccc(F)c3)ccc2OC[C@@H]1C	-21%
CN(Cc1ccc(F)cc1)C(=O)C1(c2ccc(Cl)cc2)CCOCC1	1%[6.33 µM]
O=C(OCC(=O)N1CCCC1)c1cn(-c2ccccc2)nc1-c1ccc(F)cc1	-6%
CCOC(=O)Nc1ccc(NS(=O)(=O)c2ccccc2Br)cc1	u
COCCNC(=O)[C@@H]1CCC[C@@H](N(C)C)CN(C)C(=O)C1	31%[176 µM]
O=C1N(C2CCOCC2)C[C@H]2CN(Cc3ccccc3F)CCN12	-40%[176 µM]
COc1ccc(-c2cc3ccc(OS(=O)(=O)c4ccccc4)cc3oc2=O)cc1	3%
COc1cccc(S(=O)(=O)N2CC3(C2)C(=O)Nc2ccccc23)c1	4%[6.33 µM]
CC(C)(C)C(=O)Nc1cccc(NC(=O)C2CCCCC2)c1	-7%
CCCCn1c(=O)[nH]c(=O)c2c1nc(CSc1nnnn1C1CCCC1)n2CC	11%
CCCn1c(C)cnc1CC1CCN(C(=O)c2ccccn2)C1 (stereo unspecified)	-15%
CCN1C(=O)C2(CCN(S(=O)(=O)c3cccc(OC)c3)CC2)c2ccccc21	2%
COc1cccc(F)c1-c1ccc2c(n1)c(=O)ncn2Cc1ccccc1	u
Cn1cccc1C(=O)N1CCCCCCNC(=O)CC1	37%[activator]
CNC(=O)NC(=O)Cn1nnc(-c2cccc(F)c2)n1	-19%
CCC(C)[C@H](N)c1nnc(SCC(=O)Nc2cc(C)ccc2C)o1 (stereo partly specified)	48%[activator]
COc1ccc(Cc2nc3c4c(C)c(C)n(-c5cc(C)ccn5)c4ncn3n2)cc1OC	u
CCCn1nnc(NCc2cccc(Cl)c2)n1	-13%
C=CCNC(=O)N[C@H]1C[C@@H](C(=O)N[C@@H](C(=O)OC)C(C)C)N(C(=O)CSC)C1	-4%[176 µM]
CCOC(=O)C1(Cc2ccccc2Cl)CCN(S(=O)(=O)c2ccccc2)CC1	10%
O=C(CC1CCCC1)Nc1cccc2ncccc12	u
COCC(=O)NC1CCC12CCN(Cc1cccc(C)c1)CC2 (stereo unspecified)	25%
CC(=O)Nc1ccc(C(=O)NC[C@@H]2C=C(C)[C@H](CC(=O)NCCN3CCOCC3)C[C@H]2C(C)C)cc1	7%
COc1ccc(C(C(=O)NC(C)(C)C)n2c(-c3ccc(-c4ccccc4)cc3)nc3ccccc32)cc1 (stereo unspecified)	19%
O=C(/C=C/c1cccs1)N1CCCCCC1	u
CCCCCCN1CCN(C2CN(Cc3cn(Cc4ccc(C)cc4)nn3)S(=O)(=O)C2)CC1 (stereo unspecified)	-29%
O=C(O)C[C@@H]1CCN(C(=O)Nc2ccc(F)cc2)C[C@@H]1CCN1CCCCC1	-14%[176 µM]

An excerpt. The share of hits here may be higher or lower than overall.
